From PubChem BioAssay
ALOX12 inh – ALOX12 (human) lipoxygenase inhibition; AID 1671190; hit rate 1.1% among 580,000; Potency, µM (series often up to 108 µM), without a hit: top-dose activity change, negative = inhibition, most hits filed as inhibitors; purified 12hLO, xylenol orange hydroperoxide absorbance; active means well fitted inhibition curve with a large enough effect; inconclusive means small, poorly fitted or top-dose-only effect, or another doubt; inactive means no such curve, though single readings can be large or run the other way
Target sequence (P18054 whole entry, looked up): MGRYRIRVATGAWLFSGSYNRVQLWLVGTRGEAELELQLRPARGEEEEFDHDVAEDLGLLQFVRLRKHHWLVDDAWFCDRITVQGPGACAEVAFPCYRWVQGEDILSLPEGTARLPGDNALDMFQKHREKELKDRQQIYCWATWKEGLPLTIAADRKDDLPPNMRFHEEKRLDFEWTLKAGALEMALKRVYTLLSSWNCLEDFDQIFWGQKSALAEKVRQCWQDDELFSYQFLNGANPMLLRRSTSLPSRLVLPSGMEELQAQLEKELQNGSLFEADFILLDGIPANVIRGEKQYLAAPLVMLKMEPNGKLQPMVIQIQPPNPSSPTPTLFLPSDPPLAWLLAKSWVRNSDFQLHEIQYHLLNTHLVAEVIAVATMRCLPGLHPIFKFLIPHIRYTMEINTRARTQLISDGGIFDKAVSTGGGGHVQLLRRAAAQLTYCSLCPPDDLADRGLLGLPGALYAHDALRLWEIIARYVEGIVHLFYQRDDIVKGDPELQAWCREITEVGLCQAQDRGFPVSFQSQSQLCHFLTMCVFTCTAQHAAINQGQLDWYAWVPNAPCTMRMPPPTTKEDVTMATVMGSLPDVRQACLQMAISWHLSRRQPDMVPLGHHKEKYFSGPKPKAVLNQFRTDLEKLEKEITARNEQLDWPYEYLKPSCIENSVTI
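Purified human 12hLO (150 nM final) in 25 mM Hepes, 0.01% Triton X-100, pH 7.0 was preincubated 15 min at room temperature with compound. Then 40 uM arachidonic acid was added, 30 min. Hydroperoxide was read by Fe-XO absorbance ratio 573/405 nm.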
* marks the source's active call; other numbers are inactive results; ? = inconclusive; [ ] = remark or other dose. On the % scale 0 is the no-effect control and ±100 the full control effect; potency means the concentration at half of the fitted maximal effect.

SMILES | ALOX12 inh
Cc1ccc(NC(=O)N2CCC(Oc3ncccc3C(=O)N3CCOCC3)C2)c(C)c1 (stereo not given) | 1%
O=C(CCCOC(=O)c1cc2ccccc2[nH]1)c1ccccc1 | ?
COc1ccc(-c2c(C(=O)O)sc3c2NC(=O)CC32C(=O)N(C)c3cc(F)ccc32)cc1 (stereo not given) | 7%
O=C(NCc1ccccn1)c1cccc(I)c1 | 18%
COc1ccc(C(=O)NC2CCCN(c3cc(-c4ccc(Cl)cc4)[nH]n3)C2)cc1OC (stereo not given) | 5%
CCS(=O)(=O)Nc1ccc(C(=O)N2CC[C@](C)(O)[C@@H](O)C2)cc1 | -2%
CC(=O)N1CCc2nn(CC(=O)Nc3cccc(C)c3)c(=O)cc2C1 | 27%
Cc1cnc(SCc2ccccn2)nc1C1CCCN(C(=O)c2cc3ccccc3oc2=O)C1 (stereo not given) | ?
Cc1ccc(N2CC(c3noc(-c4cc(F)ccc4Cl)n3)CC2=O)cc1 (stereo not given) | 2%
N#Cc1cccc(OCC(=O)Nc2ccccc2)c1 | 55%[activator]
CCN(CC)C(=O)C1=C(C)N(Cc2ccc(OC)cc2)C(=O)C(CC(=O)NC2CCCCC2)C1 (stereo not given) | -28%
Cc1ccc(NC(=O)CSc2ncnc3ccccc23)cc1Cl | 4%
Cc1cc(=O)n(CC(=O)Nc2ccccc2C)c(-c2ccc(F)cc2)n1 | 17%
Cc1ccc(C(=O)N2CCCCCCNC(=O)[C@@H]3C[C@@H](c4nc(Cc5ccccc5)no4)C[C@@H]32)cn1 | 34%[activator]
COCC(=O)Nc1ccc(-c2c(CC(C)C)nn(-c3ccccc3)c2OC(C)=O)cc1 | -11%
Cc1nn(C)c2ncc(NC(=O)CCc3ncc(-c4ccccc4)o3)cc12 | -28%
Cc1ccc(C(=O)N2CCC3(CC2)CN(C2CCC2)CC3CO)s1 (stereo not given) | ?
CCNC(=O)CCc1c(C)nn(-c2ccc(F)cc2)c1Oc1ccccc1 | 52%[activator]
O=C1CC2(CCCC2)C(=O)N1Cc1ncc(-c2ccccc2)o1 | 33%[activator]
CCCCc1c(-c2ccccc2OC)ncn1Cc1ccccc1C | 28µM*
CCCc1ccc(C(=O)CSc2nc(CN3CCOCC3)nc3ccccc23)cc1 | 3%
CC(NC1CCN(c2ccc(NC(=O)C3CCCC3)cc2)CC1)c1cccs1 (stereo not given) | -32%
Cc1ccc(C2Cn3cnc(C(=O)N4CCC(C(=O)NCCc5ccccc5)CC4)c3CO2)cc1 (stereo not given) | 4%
COc1ccc(-c2cc(N3CCC(NC(=O)c4ccc(C)cc4C)C3)n[nH]2)cc1 (stereo not given) | 34%
CCOc1ccc(Cl)cc1-c1cc(C(=O)NC(C)C)[nH]n1 | 2%
Cc1ccc(-c2noc(CCC(=O)Nc3ccn(C)n3)n2)cc1 | 1%
COc1ccc(C)cc1NC(=O)NC(c1ccccc1)c1nnc(-c2ccccc2Cl)o1 (stereo not given) | 33%[activator]
O=C(Nc1cccc(OC(F)(F)F)c1)[C@@H]1O[C@H](CO)[C@H](O)[C@H](O)[C@H]1O | -18%
O=C(C1CCOCC1)N1CCCC(CCc2ccccc2C(F)(F)F)C1 (stereo not given) | 19%
COc1c(I)cc(Br)cc1/C=C/C(=O)O | -11%
Cc1nnnn1-c1ccc(C(=O)Nc2ccc3c(c2)C(=O)N2CCC[C@H]2C(=O)N3)cc1 | 47%
CCN(c1ccccc1)S(=O)(=O)c1cccc(C(=O)Nc2cccc(C)n2)c1 | ?
CCOc1ccccc1NC(=O)N1CCC(Cc2nc(-c3ccccc3)n[nH]2)C1 (stereo not given) | 40%[activator]
O=S(=O)(N[C@@H]1C[C@H](Cn2cc(-c3cccnc3)nn2)[C@@H](O)[C@H]1O)c1ccccc1 | 20µM*
Cc1cccc(C)c1-n1nnnc1C1(C)CCC(=O)N1C1CCN(Cc2ccccc2)CC1 (stereo not given) | ?
Cn1ccc(C(=O)N2CC3ON=C(C(=O)NCc4cccnc4)C3C2)n1 (stereo not given) | 12%[6.33 µM]
Cc1cc(C(=O)NC2CCN(C(=O)N3CC4CC(C3)[C@H]3CCCC(=O)N3C4)CC2)nn1C (stereo not given in full) | 12%
O=C(NCc1cccc(C(F)(F)F)c1)c1c[nH]c(=O)s1 | 5%
COc1ccc(CCNC(=O)C(=O)NCc2n[nH]c(=O)c3ccccc23)cc1 | -3%
Cc1ccc(C(=O)N2CCC3(CC2)CC(c2ccccc2)C(=O)N3C)cc1 (stereo not given) | 20%
O=C(OC1CCCCC1=O)c1ccc(F)cc1Cl (stereo not given) | ?
O=C(C[C@H]1NC(=O)c2ccccc2NC1=O)Nc1ccc(F)c(F)c1F | 4%
CC1(C)Cc2c(ccc3ccccc23)C(CCl)N1 (stereo not given) | 5.6µM*
COc1ccc(C2Cn3nnc(C(=O)NCc4ccc(F)cc4Cl)c3CO2)cc1 (stereo not given) | 7%
Cc1cc(C)c2[nH]c(-c3ccccc3)c(-c3ccccc3)c2c1 | -29%
COCCNC(=O)CCCN1C(=O)COc2ccc(C(=O)COc3ccccc3Cl)cc21 | 35%[activator]
O=C(c1ccc(F)cc1)N(Cc1cccs1)C1CC1 | 1%
CC(C)NC(=O)N[C@H]1CCN2C(=O)c3cc(-c4ccccc4F)ccc3NC(=O)[C@@H]2C1 | 61%[activator][176 µM]
CNC(C)c1ccccc1F (stereo not given) | 3%[12.5 µM]
NC(=O)COc1ccc(C(=O)NCC2(c3ccccc3)CCC2)cc1 | 10%
Cc1ccccc1Cn1cc(-c2ccncc2)cc1C(=O)O | ?
O=C(O)c1cccnc1SCc1cccc(C(F)(F)F)c1 | -20%
CN(C)C(=O)c1[nH]cnc1C(=O)NCC(C)(C)C | ?
Cc1cccc(C(C)C)c1NC(=O)/C=C/c1cccs1 | -14%
Cc1ccc(-c2cnc(CCC(=O)Nc3ccc(C(=O)OC(C)C)cc3)o2)cc1 | 30%
CN1CC(=O)N(C2CCCNC2)Cc2c1ncnc2N1CCOCC1 (stereo not given) | ?
O=S(=O)(NC[C@H]1COCc2nc3cccnc3n21)c1ccc(Cl)cc1 | 2%[176 µM]
COCC(=O)N1CCC(Oc2ccccc2C(=O)N(C)Cc2ncccc2C)CC1 | 84%[activator]
COc1ccc(CN2C(=O)O[C@@H]3CN(C(=O)NC(C)(C)C)C[C@@H]32)cc1OC | 59%[activator]
CC1(c2nnnn2C2CCCC2)CCC(=O)N1c1ccc2c(c1)OCCO2 (stereo not given) | 1%

The last seven entries of the section above lead into the next.
SMILES | ALOX12 inh
Cc1cccc(C(C)C)c1NC(=O)/C=C/c1cccs1 | -14%
Cc1ccc(-c2cnc(CCC(=O)Nc3ccc(C(=O)OC(C)C)cc3)o2)cc1 | 30%
CN1CC(=O)N(C2CCCNC2)Cc2c1ncnc2N1CCOCC1 (stereo not given) | ?
O=S(=O)(NC[C@H]1COCc2nc3cccnc3n21)c1ccc(Cl)cc1 | 2%[176 µM]
COCC(=O)N1CCC(Oc2ccccc2C(=O)N(C)Cc2ncccc2C)CC1 | 84%[activator]
COc1ccc(CN2C(=O)O[C@@H]3CN(C(=O)NC(C)(C)C)C[C@@H]32)cc1OC | 59%[activator]
CC1(c2nnnn2C2CCCC2)CCC(=O)N1c1ccc2c(c1)OCCO2 (stereo not given) | 1%
COc1ccc(CCNC(=O)CNC(=O)N2CC(=O)Nc3ccccc32)cc1 | 4%
CC(=O)Nc1ccc(CN(C)c2c(C)nc3ccc(C(=O)NCCCN4CCCC4=O)cn23)cc1 | 6%
N#Cc1ccc(CN2CCC3(CC(c4cccc(C(F)(F)F)c4)=NO3)C2)cc1 (stereo not given) | 1%[6.33 µM]
O=C(c1cccs1)N1CCN(Cc2cc(C3CC3)n[nH]2)CC(O)C1 (stereo not given) | 23%
C[C@]1(O)CCN(Cc2ccc(-c3ccccc3C#N)o2)C[C@@H]1O | -2%
Cc1cc(C(=O)N2C[C@@H](CO)[C@H](c3ccccn3)C2)c(C)o1 | 12%
CNC(=O)c1ccc2c(c1)OCCN(c1ccccc1)C2 | 1%[176 µM]
CC(=O)Nc1ccc(-c2csc(NC(=O)c3nn(C)c(=O)c4ccccc34)n2)cc1 | 24%
COCC(=O)NC1CCC12CCN(C(=O)NCc1ccccc1)CC2 (stereo not given) | 33%[activator]
C=CCc1c(C)nc(Nc2nc(C)c3cc(C)ccc3n2)[nH]c1=O | ?
COc1cccc(C(O)c2nc(-c3ccccc3OC)cs2)c1 (stereo not given) | 25%
Cc1cccc(CN2C[C@@H]3C(=O)N(CCCN4CCCC4=O)C(=O)[C@@H]3C2)c1 | 42%[activator]
CC(C)C(=O)Nc1sc2c(c1-c1nc3ccccc3s1)CCN(C(C)C)C2 | ?
O=[S+]([O-])(c1ccccc1)N1CCC2(CC(c3cccc(C(F)(F)F)c3)=NO2)C1 (stereo not given) | 0%[6.33 µM]
OC[C@@H]1CNC[C@H]1C1CCN(C2CNC2)CC1 | 9%
NC(=O)Cn1ccc2cc(OCC3CCN(C(=O)COc4ccccc4)CC3)cnc21 | 7%[176 µM]
COc1ccc2[nH]c3c(c2c1)CCNC31CCN(C(=O)C2CCCO2)CC1 (stereo not given) | ?
CCOC(=O)c1cc(NC(=O)c2ccc(-c3cc4ccccc4oc3=O)cc2)ccc1N1CCOCC1 | ?
Cn1ccc2nc3ncnn3c(-c3ccccc3)c2c1=O | 28%
COc1ccc(C(=O)N2CCC(Oc3ccccc3)C2)cn1 (stereo not given) | 43%

Ordered by SMILES length (descending): part of the list above.
SMILES | ALOX12 inh
CCOC(=O)c1cc(NC(=O)c2ccc(-c3cc4ccccc4oc3=O)cc2)ccc1N1CCOCC1 | ?
O=C(c1cccs1)N1CCN(Cc2cc(C3CC3)n[nH]2)CC(O)C1 (stereo not given) | 23%
C=CCc1c(C)nc(Nc2nc(C)c3cc(C)ccc3n2)[nH]c1=O | ?
COc1cccc(C(O)c2nc(-c3ccccc3OC)cs2)c1 (stereo not given) | 25%
COc1ccc(C(=O)N2CCC(Oc3ccccc3)C2)cn1 (stereo not given) | 43%

More structures
SMILES | ALOX12 inh
CCc1noc2ncnc(N3CCCC(C(=O)NCc4cccc(OC)c4)C3)c12 (stereo not given) | -29%
CCC(COC)NC(=O)c1cnn(-c2ncc3c(n2)-c2ccccc2CC3)c1C (stereo not given) | 0%
CN(CC(=O)Nc1ccc(Cl)c(C(F)(F)F)c1)Cc1cc(F)cc2c1OCOC2 | 19%
N#Cc1nc(C2CC2)oc1N1CCN(C(=O)c2ccc(F)c(F)c2)CC1 | 22%
Cc1ccc(NC(=O)N[C@@H]2C=C(C(=O)N[C@@H](Cc3ccc(O)cc3)C(N)=O)C[C@@H](O)[C@@H]2O)cc1 | ?
CC(C)NC(=O)CSc1nnc(-c2cccnc2)n1C | ?
O=C(NCc1cccs1)c1nc(-c2ccc(F)cc2)c2ccccn12 | 11%
CC1(C(=O)N2CCC(c3ccccc3)CC2)COCc2cnc(Nc3ccccc3)nc21 (stereo not given) | 1%[176 µM]
O=C(CN1CC2CC(C1)[C@H]1CCCC(=O)N1C2)NCCc1ccc(Cl)cc1 (stereo not given in full) | 22%
COC(=O)C1CN(C2CC2)CCS(=O)(=O)N1Cc1cn(Cc2ccc(C)cc2)nn1 (stereo not given) | -5%
COc1ccccc1C(=O)NC1CCN(c2cc(-c3cccs3)[nH]n2)CC1 | 33%
Cc1cc(Cl)ccc1OCC(=O)NC1CCN(C)CC1 | ?
CC(=O)Nc1cccc(OCc2nnc(C(=O)N3CCC[C@@H]3C(c3ccccc3)c3ccccc3)n2-c2ccccc2)c1 | 9%
O=C(O)Cc1ccc(N2C(=O)C(=O)/C(=C(/O)c3ccccc3Cl)C2c2ccccc2F)cc1 (stereo not given) | ?
COC(=O)c1ccc2nc(-c3ccco3)c(Cc3ccccc3C(F)(F)F)n2c1 | ?
NC(=O)COc1cccc(C2CC(=O)Nc3nc(N4CCCCC4)sc32)c1 (stereo not given) | ?
Cc1ccc(Nc2nnc(SCC(=O)c3ccc(Cl)s3)s2)c(C)c1 | -26%
COc1ccc2[nH]c(C(=O)N3CCC4(CC3)CC(O)CCO4)cc2c1 (stereo not given) | -1%
CC(C)(C)Sc1ccc2nn(CC(=O)NCc3ccc(Cl)cc3)c(=O)n2n1 | ?
CN(C)C(=O)Cc1cccc(F)c1 | -34%
CC(C)C(=O)N1Cc2ccccc2CC2(CCN(Cc3ccncc3)C2)C1 (stereo not given) | 10%[6.33 µM]
CCCC(=O)N1CCOCC1c1cc(C(=O)NCc2ccccc2)no1 (stereo not given) | 6%
CC(=O)N1CCC2(C1)C(=O)N(CCc1ccccc1)c1ccccc12 (stereo not given) | 48%[activator]
COc1ccc(/C=C/C(=O)OCC(=O)Nc2nnc(-c3ccccc3)o2)c(OC)c1 | 2%
CCOC(=O)C1(C)CCCN1C(=O)c1ccc(Cl)nc1 (stereo not given) | 26%
COc1ccc(-c2ccc3nnc(CNC(=O)COc4ccc(F)cc4)n3n2)cc1 | 34%
C/C(=N/Nc1ccc(S(N)(=O)=O)cc1[N+](=O)[O-])c1ccc(Cl)cc1 | -42%
Cn1ccnc1-c1ccc(N2CCC(C(O)Cc3ccccc3)CC2)nn1 (stereo not given) | 39%[activator]
O=C(Nc1ccnn1Cc1ccc(Cl)cc1)c1cc(=O)c2ccccc2o1 | -25%

Random excerpt: 3 records from the list.
SMILES | ALOX12 inh
CC(=O)N1CCC2(C1)C(=O)N(CCc1ccccc1)c1ccccc12 (stereo not given) | 48%[activator]
O=C(Nc1ccnn1Cc1ccc(Cl)cc1)c1cc(=O)c2ccccc2o1 | -25%
COc1ccc(/C=C/C(=O)OCC(=O)Nc2nnc(-c3ccccc3)o2)c(OC)c1 | 2%

Not all compounds are listed. The share of hits here may be higher or lower than overall.
